SW480 rerep: inducers of DNA re-replication in SW480 colon cancer cells; SW480 DNA re-replication, Hoechst DNA content imaging, 48 h; Potency, µM (doses to about 46.1 µM), inactives show at the highest dose re-replication activation, most hits filed as activators; 340,000 tested, 1.8% active; note: potency is the fitted concentration of half-maximal effect; % of control where 0% means no effect; nearly all actives have a fitted effect of over 55% in size
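Hoechst fluorescence of nuclei (405 nm excitation, 500-530 nm emission) measured by plate-scanning imager after 48 hr compound exposure at 37 C; re-replication scored as increased number of nuclei with elevated intensity.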
HT1080NT lethal: kills 2HG-producing HT-1080-NT fibrosarcoma cells. HT-1080-NT fibrosarcoma viability, CellTiter-Glo ATP luminescence, 48 h. 360,000 tested, 1.6% active. Potency, µM (doses to about 46.1 µM), for the others: top-dose activity, negative = less viability, usual class: cytotoxic. AID 686970;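 note: NT is the 2HG producing partner of a matched IDH1 knockdown line; potency is the fitted concentration of half-maximal effect; 0% = DMSO-treated cells and -100% = media-only wells without cells; nearly all actives have a fitted effect of over 55% in size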
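HT-1080-NT; 750 cells/well; 5% FBS RPMI; 48 h compound, 37 degrees C; CellTiter-Glo luminescence; curve fitting and curve-class assignment.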
GLP1R cytotox: cytotoxic in the GLP-1 receptor inverse agonist counter-screen. 410,000 tested, 0.13% active. HEK293 cAMP-luciferase reporter cells, luminescence, 24 h. Potency, µM (top dose mostly 38.3 µM), for the others: top-dose activity change, negative = inhibition, most hits filed as inhibitors;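 note: loss of luciferase light is scored as toxicity; potency is the fitted concentration of half-maximal effect; % is set by controls: 0 for no effect and ±100 for the full control effect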
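Quantitative HTS format, 1536 wells, 200 cells/uL seeded. Compounds: 23 nL, 24 h, 37 °C. Detection: luciferase reagent, luminescence at 12 min RT; decreased signal taken as cytotoxic.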
KB-3-1 cytotox: kills parental KB-3-1 adenocarcinoma cells. KB-3-1 viability, CellTiter-Glo ATP luminescence, 72 h. Potency, µM (titrated, usually from 46.1 µM), without a hit: at the highest dose activity change, negative = cytotoxic, most hits filed as cytotoxic. 400,000 tested, 1.4% active. AID 1347075; note: potency is the fitted concentration of half-maximal effect; % is set by controls: 0 for no effect and ±100 for the full control effect; nearly all actives have a fitted effect of over 60% in size
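Multi-concentration cytotoxicity screen in KB-3-1 cells grown in DMEM lacking phenol red with 10% FBS. After 72 h at 37 °C with compound, ATP-dependent luminescence was recorded.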
IL-1B inflam inh: blocks inflammasome-driven IL-1 beta release. activity change, % at 57.5 µM. THP-1 LPS/ATP IL-1B secretion, AlphaLISA, 16 h; stronger effect = lower value. AID 743279. 360,000 tested, 4.7% active; in the data active = activity change below about -50%; inconclusive = mostly about -30% to -49%; note: % is set by controls: 0 for no effect and ±100 for the full control effect
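THP-1 cells pretreated 1 hr with compounds (up to 57.5 uM final), then stimulated with LPS (250 ng/mL final) plus ATP (1.25 mM final); secreted IL-1B measured by AlphaLISA after 16 hr, decreased signal indicating inhibition.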
MCF10A rerep: induces DNA re-replication in MCF 10a normal breast cells; MCF 10A DNA re-replication, Hoechst nuclear intensity, 48 h; Potency, µM (titrated, usually from 46.1 µM), for inactives: top-dose activity, positive = re-replication, actives largely listed as activators; 350,000 tested, 2.9% active; AID 624296; note: potency is the fitted concentration of half-maximal effect; % of control where 0% means no effect; nearly all actives have a fitted effect of over 50% in size
DRD3 agonist: activates the human D3 dopamine receptor; P35462; max activation, %; 410,000 tested, 0.58% active; D3R DiscoveRx beta-arrestin cells, luminescence, 90 min; in the data active = max activation above about 30%; note: 0% is about no effect; mostly tested at two doses, the higher about 12 µM
Target sequence (P35462 whole entry, looked up): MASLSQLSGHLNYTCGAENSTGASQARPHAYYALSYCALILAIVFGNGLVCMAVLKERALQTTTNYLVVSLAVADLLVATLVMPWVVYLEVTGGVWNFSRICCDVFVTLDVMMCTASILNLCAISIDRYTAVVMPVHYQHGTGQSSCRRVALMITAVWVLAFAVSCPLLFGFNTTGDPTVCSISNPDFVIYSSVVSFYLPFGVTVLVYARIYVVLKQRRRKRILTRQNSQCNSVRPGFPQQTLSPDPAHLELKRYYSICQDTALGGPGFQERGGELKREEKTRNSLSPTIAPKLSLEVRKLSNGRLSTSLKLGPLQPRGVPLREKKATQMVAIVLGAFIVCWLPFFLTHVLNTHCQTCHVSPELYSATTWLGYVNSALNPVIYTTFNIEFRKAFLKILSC
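Cells at 1500/well, incubated overnight, then treated with pinned compounds (dopamine as control) for 90 min at 37 degrees C. DiscoveRx reagent added for 30 - 60 minutes at room temperature; luminescence read.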
KB-V1 cytotox: KB-V1 MDR subline cytotoxicity; KB-V1 MDR cells viability, CellTiter-Glo, 72 h; Potency, µM (titrated, usually from 46.1 µM), for the others: at the top dose activity change, negative = cytotoxicity, hits mostly cytotoxic; 400,000 tested, 3.4% active; AID 1347076; note: potency is the fitted concentration of half-maximal effect; % is set by controls: 0 for no effect and ±100 for the full control effect; nearly all actives have a fitted effect of over 60% in size
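Compound-treated KB-V1 multidrug-resistant cells, 72 h, 37 degrees C; viability by CellTiter-Glo. Fitted qHTS curves give the values.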
HT1080 IDH1KD tx: toxicity to HT-1080 IDH1 knockdown cells (counter line); HT-1080 IDH1 knockdown viability, ATP luminescence, 48 h; Potency, µM (highest dose often 46.1 µM), inactives show at the top dose activity, negative = toxicity, hits mostly cytotoxic; 360,000 tested, 2% active; AID 686971;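 note: potency is the fitted concentration of half-maximal effect; 0% = DMSO wells and -100% = cell-free medium wells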
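HT-1080-IDH1KD cells (IDH1 knocked down), 750/well in RPMI with 5% FBS, treated with compound 48 h at 37 degrees C. Viability by CellTiter-Glo luminescence, normalised to DMSO and no-cell wells; concentration-response curves classed.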
An asterisk follows results filed as active; i = inactive; ? = inconclusive; / = not tested or not shown; & = joins results of further samples; [ ] = remark or other dose. Unless noted, calls come from the whole dose curve; as a rule, active = well fitted curve in the direction sought with a large enough effect; inconclusive = small, poorly fitted or top-dose-only effect, or another doubt; inactive = no such curve, though single readings can be large; an effect the other way counts as inactive or inconclusive.

SMILES | SW480 rerep | HT1080NT lethal | GLP1R cytotox | KB-3-1 cytotox | IL-1B inflam inh | MCF10A rerep | DRD3 agonist | KB-V1 cytotox | HT1080 IDH1KD tx
COc1cc(C(=O)N/N=C/c2ccc(OC(=O)c3ccccc3)c(OC)c2)ccc1O | 21µM* | 1% | 1% | ? | i | -31%[inhibitor] | -4 | -11% | 0%
CC1(C)CC(=O)C2=C(C1)N(c1ccc(F)cc1)C(=O)C2(O)C(F)(F)F (stereo not drawn) | -10% | 8% | -1% | 3% | 3 | 4% | 2 | -2% | 18%
CCOc1cccc2c1OC1(C)CC2NC(=O)N1c1cccc(Cl)c1 (stereo not drawn) | -3% | 1% | -2% | 2% | -7 | 12% | 24 | ? | -4%
O=C(CSCc1cccc(Cl)c1)Nc1ccccc1-c1ccccc1 | 1% | -1% | 3% | ? | 7 | ? | 2 | -8% | -8%
Cc1cc(C)c2c(CC(=O)NCc3ccco3)coc2c1 | 14% | ? | -5% | ? | 21 | ? | 7 | 15µM* | ?
CCN(C(=O)c1cc2cccc(OC)c2oc1=O)C1CCCCC1 | -5% | 13% | 12% | -2% | 9 | -18% | 3 | 0% | 13%
COc1cccc(CN2CCN(C3CSCCSC3)CC2CCO)c1 (stereo not drawn) | -10% | 3% | -1% | -11% | 20 | 3% | -13 | -19% | 12%
O=C(COC(=O)CCSc1ccccc1)Nc1ccccc1Br | -1% | 11% | 25% | 1% | 31 | 19% | -2 | ? | 17%
CCOc1ccc(C2C(C#N)=C(N)Oc3cc(C)n(Cc4ccco4)c(=O)c32)cc1OC (stereo not drawn) | -2%[9.22 µM] | -8% | 1% | 0% | -21 | -3% | 3 | 8% | -1%
CCN(C(=O)COC(=O)Cc1coc2cc(C)ccc12)c1c(N)n(Cc2ccccc2)c(=O)[nH]c1=O | -1% | 0% | 0% | / | 2 | 9% | -1 | / | -2%
O=C(Nc1ccccn1)c1nc(-c2ccccc2)n(-c2ccccc2)n1 | 5% | 5% | -15% | ? | -20 | 3% | 1 | -4% | 6%
Cc1cc(=O)oc2cc(OCC(=O)NCc3ccccn3)ccc12 | -1% | -1% | 0% | 0% | 3 | 12% | -10 | 0% | -6%
Cc1c(NC(=O)c2cc3c(s2)-c2ccccc2OC3)cccc1[N+](=O)[O-] | -1% | ? | -30% | ? | -73* | ? | -11 | ? | ?
COc1ccc(N2C(=O)CC(Cc3ccccc3)C2=O)cc1 (stereo not drawn) | 1% | 11% | 5% | 3% | -12 | 580%[0.0737 µM] | 0 | ? | 18%
O=C(NCC(c1ccco1)N1CCN(c2ccccc2F)CC1)C(=O)NC1CCCCC1 (stereo not drawn) | -3% | 5% | -2% | 0% | 3 | 14% | 54* | -1% | 10%
C[N+]1(C)CCC(=C2c3ccccc3CC(=O)c3sccc32)CC1 | ? | -21% | -29% | 4% | -6 | -2% | 7 | 19% | ?
COCCNC(=O)NC(=O)CN1CCCc2ccccc21 | 0% | -3% | 8% | -7% | 19 | -3% | -21 | -14% | -3%
COc1ccc(Br)cc1/C=C(\C(=O)O)c1ccc(S(=O)(=O)N2CCCC2)s1 | -1% | 2% | 13% | 0% | 16 | 6% | 1 | 17% | 6%
COc1ccc(C2C(=O)N(CCc3ccccc3)CC(=O)N2C2CCCC2)cc1 (stereo not drawn) | 1% | 0% | -20% | -8% | 0 | 3% | 3 | 3.7µM* | -2%
CC(C)(C)NC(=O)CSc1nnc(-c2ccccn2)n1-c1ccccc1 | -7% | 9% | -8% | 5% | -7 | 2% | -2 | -7% | 6%

Some of the entries above in another layout:
smiles	SW480 rerep	HT1080NT lethal	GLP1R cytotox	KB-3-1 cytotox	IL-1B inflam inh	MCF10A rerep	DRD3 agonist	KB-V1 cytotox	HT1080 IDH1KD tx
COCCNC(=O)NC(=O)CN1CCCc2ccccc21	0%	-3%	8%	-7%	19	-3%	-21	-14%	-3%
COc1ccc(Br)cc1/C=C(\C(=O)O)c1ccc(S(=O)(=O)N2CCCC2)s1	-1%	2%	13%	0%	16	6%	1	17%	6%

The results go on.
SMILES | SW480 rerep | HT1080NT lethal | GLP1R cytotox | KB-3-1 cytotox | IL-1B inflam inh | MCF10A rerep | DRD3 agonist | KB-V1 cytotox | HT1080 IDH1KD tx
COc1ccccc1NS(=O)(=O)c1cccc(NS(=O)(=O)c2cc(C(=O)O)ccc2OC)c1 | -3% | 0% | -7% | 3% | 24 | 0% | 2 | ? | -11%
COc1ccc(C2SCCN2S(=O)(=O)c2ccc(NC(C)=O)cc2)cc1OC (stereo not drawn) | -4% | -2% | 12% | -5% | 8 | -3% | -25 | -23% | -23%
Cc1cc(NC(=O)CCCC(=O)N(CC(=O)NC2CCCCC2)c2ccccc2)no1 | -5% | 8% | 2% | 17% | 24 | 18% | 4 | 3% | 14%
CC1CCC2(CC1)NC(=O)N(NC(=O)c1cccc(N(C)C)c1)C2=O (stereo not drawn) | -8% | -1% | 1% | -18% | -3 | -8% | 11 | -9% | -2%
Cc1c(C)n(C)c2ccc(C(=O)N3CCN(c4ccccc4)CC3)cc12 | -12% | -13% | -1%&-3% | 13%&4% | -16 | 0% | 4&5 | -2%&3% | -13%
COc1ccc(N2CCN(C(=O)Nc3cccc(C(F)(F)F)c3)CC2)cc1 | 0% | -7% | 4%&12% | 1%&-19% | -14 | -4% | -26&-3 | ? | ?
CC(N1CCOC1=O)S(=O)(=O)c1ccccc1 (stereo not drawn) | 0% | 4% | -1% | 4% | 1 | -1% | -1 | 15% | 1%
O=S1(=O)CCS(=O)(=O)C1c1ccccc1 | ? | 23µM* | ? | 0% | ? | ? | -1 | -4% | 21µM*
CCCCC(CC)Cn1c(N)c(C#N)c2nc3ccccc3nc21 (stereo not drawn) | 9.2µM* | ? | 21% | 2% | -19 | 4% | -2 | -21% | ?
CCOC(=O)C1CCN(C(=O)CNC(=O)Cn2c(C)cc3ccccc3c2=O)CC1 | -6% | -1% | -10% | 1% | -15 | ? | 3 | -27% | 14%

Look-ups from the entries so far.
SW480 rerep with COc1ccccc1NS(=O)(=O)c1cccc(NS(=O)(=O)c2cc(C(=O)O)ccc2OC)c1 : -3%
KB-3-1 cytotox with CC1CCC2(CC1)NC(=O)N(NC(=O)c1cccc(N(C)C)c1)C2=O (stereo not drawn) : -18%
KB-3-1 cytotox with CCCCC(CC)Cn1c(N)c(C#N)c2nc3ccccc3nc21 (stereo not drawn) : 2%
DRD3 agonist with Cc1c(C)n(C)c2ccc(C(=O)N3CCN(c4ccccc4)CC3)cc12 : 4&5

Reformatted tab-delimited: two of the compounds above
Structure	SW480 rerep	HT1080NT lethal	GLP1R cytotox	KB-3-1 cytotox	IL-1B inflam inh	MCF10A rerep	DRD3 agonist	KB-V1 cytotox	HT1080 IDH1KD tx
COc1ccc(N2CCN(C(=O)Nc3cccc(C(F)(F)F)c3)CC2)cc1	0%	-7%	4%&12%	1%&-19%	-14	-4%	-26&-3	?	?
CC(N1CCOC1=O)S(=O)(=O)c1ccccc1 (stereo not drawn)	0%	4%	-1%	4%	1	-1%	-1	15%	1%

Continuation.
SMILES | SW480 rerep | HT1080NT lethal | GLP1R cytotox | KB-3-1 cytotox | IL-1B inflam inh | MCF10A rerep | DRD3 agonist | KB-V1 cytotox | HT1080 IDH1KD tx
Cc1nnc(SCC(=O)NC2CC2)s1 | 5% | 10% | 14% | 0% | -9 | 0% | -4 | 7% | 8%
CN(C)C(=O)CSCc1c(Cl)cccc1Cl | 1% | -2% | 3% | -1% | -3 | 2% | -10 | -16% | -4%
NC(=O)C1=C[C@@H](c2ccccc2)C[C@@H](OCc2ccc(CO)cc2)O1 | -1% | 1% | 0% | -7% | 9 | -11% | -19 | -13% | 6%
Cc1ccc(S(=O)(=O)N(CC(=O)NCc2ccccc2)C(=O)N2CCN(C)CC2)cc1 | 1% | -6% | -5% | 12% | -9 | 11% | -23 | 26% | 0%
Fc1cc(Cl)ccc1Nc1nc(NCc2ccccc2)nc2ccsc12 | / | 0% | -8% | 0% | -15 | / | 3 | -1% | -16%
CC(C)(C)n1nnnc1CN1CCSCC1 | -8% | 0% | 7% | -7% | -3 | -8% | 3 | -14% | 0%
Cc1ccc(C)c(OCC(=O)Nc2cc(C)on2)c1 | -8% | 28% | -5% | 5% | 13 | 1% | -1 | 7% | 10%
Cc1ccc2[nH]c(=O)c(CN(C(=O)c3cccc([N+](=O)[O-])c3)C(C)(C)C)cc2c1 | 12% | 7% | -20% | 0% | -12 | 2% | 13 | 7% | 5%
CC(=O)Nc1cc(NC(C)=O)cc(C(=O)OCC(=O)N(c2ccccc2)C2CCS(=O)(=O)C2)c1 (stereo not drawn) | -11% | -1% | 2% | 0% | -9 | 4% | 0 | 6% | 10%
CCOC(=O)C1=CC[C@@H](c2ccccc2)N(S(=O)(=O)c2ccc(C)cc2)[C@@H]1C#N | / | -13% | 1% | -20% | ? | / | -18 | -5% | ?
COc1cc(NC(=O)C2=COCCO2)c(OC)cc1Cl | 3% | 0% | 7% | -5% | -4 | -6% | -9 | -4% | -4%
OC(c1ccc(-c2ccccc2)cc1)c1ncc(-c2cccc(F)c2)[nH]1 (stereo not drawn) | / | ? | -9% | 0% | -8 | / | -1 | 5% | ?
CCOc1cccc(C(=O)NC(=S)Nc2ccc(Cl)cc2C(=O)O)c1 | -50%[inhibitor] | 8% | -13% | 12% | -12 | -45%[inhibitor] | 2 | 3% | 10%
COc1ccc(NC(=O)CN(C)S(=O)(=O)c2ccc(C(=O)N3CCOCC3)s2)cc1 | / | / | -15% | 1% | / | / | -9 | 10% | /

Assay outcomes: PubChem, National Center for Advancing Translational Sciences (NCATS)

Compounds were not picked by outcome, and some 11% of all compounds hit somewhere here.
